# TDP1 cell CPT = DT40-hTDP1 cell growth loss with CPT. chicken DT40 Tdp1-/-;hTDP1 cells + 20 nM CPT, ATP luminescence, 48 h. Potency, µM (top dose mostly 46.2 µM), for inactives: at the top dose activity change, negative = growth inhibition, hits mostly inhibitors. hit rate 12% among 420,000; also: nearly all actives have a fitted effect of over 55% in size
#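 Cell growth measured by CellTiter-Glo luminescence after a minimum 48 h, 37 C compound exposure with 20 nM CPT in Tdp1-knockout DT40 cells stably expressing hTDP1, seeded 400/well; qHTS titration format.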
# FEN1 inhibitor = human FEN1 inhibition. Recombinant FEN1 flap cleavage, fluorescence, 15 min. P39748. hit rate 0.35% among 390,000. Potency, µM (top dose mostly 114 µM), for inactives: at the highest dose activity change, negative = inhibition, actives largely listed as inhibitors; also: nearly all actives have a fitted effect of over 65% in size
# Target sequence (P39748 whole entry, looked up): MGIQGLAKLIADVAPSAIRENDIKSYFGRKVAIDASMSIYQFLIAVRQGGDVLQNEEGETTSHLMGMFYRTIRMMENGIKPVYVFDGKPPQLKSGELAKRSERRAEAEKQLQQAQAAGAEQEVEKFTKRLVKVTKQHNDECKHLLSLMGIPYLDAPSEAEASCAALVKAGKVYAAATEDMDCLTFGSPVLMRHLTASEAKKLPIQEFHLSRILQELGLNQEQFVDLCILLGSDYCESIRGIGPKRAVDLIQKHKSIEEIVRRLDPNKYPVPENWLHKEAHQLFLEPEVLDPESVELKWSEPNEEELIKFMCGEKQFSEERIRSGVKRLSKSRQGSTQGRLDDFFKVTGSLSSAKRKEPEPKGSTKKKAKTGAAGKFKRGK
#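 Reaction started by adding substrate (50 nM final) to 10 nM enzyme after 15 min room-temperature compound preincubation. Reads at 0 and 15 min, with data normalized and fitted to a four-parameter Hill equation.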
# N370S GC mod = inhibits or activates N370S mutant glucocerebrosidase; P04062; N370S GC spleen homogenate, 4MU-glucoside fluorescence; Potency, µM (top dose mostly 59.4 µM), for inactives: at the highest dose activity change, negative = inhibition, actives largely listed as inhibitors; hit rate 0.092% among 330,000; AID 2101;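 also: 0% = full enzyme activity and -100% = no enzyme basal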
# Active calls of the source: *; u = inconclusive; x = not tested or not shown; & = joins results of further samples. Calls follow the shape of the dose curve; as a rule, active = well fitted curve in the direction sought with a large enough effect; inconclusive = small, poorly fitted or top-dose-only effect, or another doubt; inactive = no such curve, though single readings can be large; an effect the other way counts as inactive or inconclusive. Unless noted, % is scaled to controls: 0 for no effect and ±100 for the full control effect; potency is read from the fitted curve at half-maximal effect.
# Below each compound: TDP1 cell CPT, FEN1 inhibitor, N370S GC mod
- CCc1ccc(S(=O)(=O)NCCc2csc(-c3cccnc3)n2)s1
    -25%, 19%, -5%
- COc1cc(C(=O)NCC(=O)OCC(=O)c2ccc[nH]2)cc(OC)c1OC
    8%, 2%, 6%
- O=C(CSc1nnc(-c2cccs2)o1)OCc1ccccc1
    -7%, 2%, -19%
- OCCN1CCN(c2nc(-c3ccccc3)c3cc(Br)ccc3n2)CC1
    u, -5%, u
- O=C(OCC(=O)N1CCc2ccccc2C1)c1ccc(O)cc1
    -26%, -7%, x
- Nc1nc2[nH]c(=S)[nH]c2c(=O)[nH]1
    3%, -1%, x
- COc1ccc(CN(Cc2cccnc2)S(=O)(=O)c2ccc(-n3cnnn3)c(OC)c2)cc1
    u, 5%, -3%
- CC#CCOC(=O)c1c(C)nc2sc3c(c2c1N)CCC(O)C3 (stereo not drawn)
    u, -6%, -6%&-1%
- Cc1sc(NC(=O)CSc2nnc(C)c(=O)[nH]2)c(C#N)c1C
    -1%, -9%, -23%
- CC(C)n1nc(C(=O)Nc2cccc(S(=O)(=O)N3CCOCC3)c2)c2ccccc2c1=O
    21µM*, -14%, x
- Cc1ccc(C(=O)NC(Cc2ccc(C(C)(C)C)cc2)C(=O)O)cc1 (stereo not drawn)
    3%, 4%, x
- O=S(=O)(Nc1ccc(Cl)cn1)c1ccccc1
    15%, -1%, 2%
- COC(=O)c1ccccc1NC(=O)NCc1ccncc1
    u, -5%, 10%
- COc1ccc(OCCSc2nc(C)c(Cc3ccccc3)c(=O)[nH]2)cc1
    -18%&-3%, -6%&-1%, 7%
- O=c1[nH]c(O)c(/C=C2\C=Nc3ccc(Br)cc32)[nH]1
    -2%, -19%, -5%
- Cc1occc1-c1n[nH]c(=S)n1C
    1%, -1%, -15%
- CC1=CC(=O)N(c2cccc3c(N4C(=O)C=C(C)C4=O)cccc23)C1=O
    1.8µM*, -4%, x
- COc1ccc(CCN2CCCC(CN(C)Cc3cc(OC)c(OC)c(OC)c3)C2)cc1 (stereo not drawn)
    21µM*, 7%, -9%
- COc1ccc(N2CCN(C(=O)c3ccc(NS(=O)(=O)c4cccc(F)c4)cc3)CC2)cc1
    u, 5%, 0%
- Cc1ccc(C)c(NS(=O)(=O)c2cc3c4c(c2)CC(=O)N4CCC3)c1
    u, 13%, 1%
- CCc1c(C)c(C#N)c2nc3ccccc3n2c1Nc1cccc(C(F)(F)F)c1
    16µM*, 15%, x
- COc1ccc(N(CC(=O)NC2CCCCC2)C(=O)c2ccc(C)s2)cc1OC
    6%, 0%, -9%
- CCN(CC)c1ccc([C@H]2[C@@H]3CCCC[C@]3(O)CCN2CC(=O)NCc2ccco2)cc1
    u, -6%, -4%
- Cc1ccc(-c2nnc(C)c(N3CCOCC3)n2)cc1
    -27%, -4%, -1%
- Nc1nonc1OCCN1CCN(c2ccc([N+](=O)[O-])c3cccnc23)CC1
    23µM*, -2%, -8%
- Cc1ccc(CN2c3ccccc3-c3nc(SCC(=O)Nc4c(C)cc(C)cc4C)ncc3S2(=O)=O)cc1
    u, 16%, x
- CSCCCN1CCC(n2nccc2NC(=O)CCCc2ccccc2)CC1
    u, 0%, -1%
- Cc1ccc(C(=O)NC(=S)NCC(=O)c2ccccc2)cc1
    -1%, -8%, 4%
- CCc1ccc(OCC(=O)N(Cc2ccc(OC)cc2)C2CCS(=O)(=O)C2)cc1 (stereo not drawn)
    u, -4%, x
- CNC(=O)COc1ccc(Nc2nnc(-c3ccc(C)c(S(N)(=O)=O)c3)c3ccccc23)cc1
    12%, 2%, u
- COC(=O)c1nn(-c2c(C)n(C)n(-c3ccccc3)c2=O)cc1O
    -10%, 2%, 0%
- O=C(Cc1ccccc1)Nc1ccc(NC(=S)NC(=O)c2ccccc2)cc1
    -23%, 3%, -3%
- CN(CC(=O)OCC(=O)NC(=O)c1cccn1C)S(=O)(=O)c1ccc(Cl)cc1
    -3%, 0%, 8%
- Cc1ccc(NC(=O)CNC(=O)c2ccc(C)o2)cc1
    -11%, 2%, -10%
- CC1=C(C(=O)N2CCN(c3cccc(Cl)c3)CC2)C2(CCCCC2)OC1=O
    u, 0%, x
- CCNS(=O)(=O)c1ccc(NC(=O)Cc2ccc(F)cc2)cc1
    2%, 4%, 5%
- Cc1cccc(NC(=O)CSc2nnc(NC(=O)Nc3ccccc3)s2)c1C
    4%, -10%, x
- COc1ccc([N+](=O)[O-])cc1CSc1nnc(NC(C)=O)s1
    1%, 1%, 12%
- O=C(CCCOc1ccc(Cl)cc1)N1CCOCC1
    -23%, -1%, 5%
- O=C(Nc1ccc(S(=O)(=O)Nc2nccs2)cc1)c1ccccc1OC(F)F
    1%, -14%, x
- COc1ccc(OCCNc2cc(Cl)ccc2[N+](=O)[O-])cc1
    10%, 8%, 13%
- Cc1ccc(NCC(=O)N/N=C/c2ccncc2)cc1
    1%, 3%, 6%
- O=C(NCC(c1cccs1)N1CCOCC1)C1CCN(S(=O)(=O)c2ccccc2C(F)(F)F)CC1 (stereo not drawn)
    -2%, -13%, u
- COCCN(CCOC)S(=O)(=O)c1ccc(/C(O)=C(\C#N)c2nc3ccccc3[nH]2)cc1
    u, -12%, 5%
- COc1ccc(C2=C(C)C(=NCCCN3CCN(c4cc(C)ccc4C)CC3)NS2(=O)=O)cc1
    4.6µM*, -7%, x
- Cc1ccc(S(=O)(=O)N2CCN(C(=O)CN3CCN(C)CC3)C2)cc1
    -12%, -1%, 5%
- O=C(N/N=C/c1cccc(OCc2ccccc2)c1)c1ccc(Br)o1
    u, 3%, -7%
- O=C(COc1ccc([N+](=O)[O-])cc1)N1CCC(c2nc3ccccc3s2)CC1
    7.3µM*, 10%, x
- O=C(NCCCN1CCOCC1)c1cn(-c2ccccc2)nc1-c1ccc(F)cc1
    -16%, 8%, x
- Cc1cc(NC(=O)NC(=O)c2cccc(OC(F)(F)C(F)F)c2)n[nH]1
    -6%, 3%, 2%

# Remaining list, next part:
# Below each compound: TDP1 cell CPT, FEN1 inhibitor, N370S GC mod
- CC(C)(C)NS(=O)(=O)c1ccc(NS(=O)(=O)Cc2ccccc2)cc1
    -15%, 7%, -15%
- CCCNC(=O)c1c2c(nc3ccccc13)C(=O)N(C1CCCCC1)C2
    -3%, -1%, x
- Cc1nnc(SCC(=O)N2CCCc3ccccc32)[nH]c1=O
    -17%, 0%, 10%
- CCN1C(=O)/C(=C\c2ccc3c(c2)OCO3)C(C(=O)OC)=C1C
    -8%, -16%, 2%
- Cc1cccc(C)c1N1C(=O)CCC(C)(C)C1=O
    -11%, -15%, -5%
- CCC(=O)Nc1sc(C(=O)Nc2ccccc2OC)c(C)c1C(=O)OC
    16%, -6%, -2%
- CCCN1CCN(CCNC(=O)Nc2cc(C)ccc2OC)CC1
    6%, -4%, x
- O=[N+]([O-])c1ccc(O)c(P(=O)(c2ccccc2)c2ccccc2)c1
    -2%, 2%, -7%
- CCOC(=O)c1cccc(NC(=O)C2CCCO2)c1 (stereo not drawn)
    -5%, -2%, -6%
- CC1(C)CCC[C@]2(C)C3CC(=O)O[C@@]3(C)CC[C@H]12 (stereo partly drawn)
    0%, x, -3%

# Among those listed so far, 3 contain bromine:
# Below each compound: TDP1 cell CPT, FEN1 inhibitor, N370S GC mod
- OCCN1CCN(c2nc(-c3ccccc3)c3cc(Br)ccc3n2)CC1
    u, -5%, u
- O=c1[nH]c(O)c(/C=C2\C=Nc3ccc(Br)cc32)[nH]1
    -2%, -19%, -5%
- O=C(N/N=C/c1cccc(OCc2ccccc2)c1)c1ccc(Br)o1
    u, 3%, -7%

# Remaining list, next part:
# Below each compound: TDP1 cell CPT, FEN1 inhibitor, N370S GC mod
- COc1ccc(NS(=O)(=O)c2ccc(NC(=S)NC(=O)/C=C/c3ccccc3)cc2)nn1
    12µM*, -4%, -7%
- CC(C)(C)NC(=O)C1CCN(c2ccc(S(=O)(=O)N3CCOCC3)cc2Cl)CC1
    -11%, 6%, -7%
- CC(C)OC(=O)c1cn(-c2ccccc2)nc1-c1ccc2c(c1)OCCO2
    -6%, -8%, 28%
- CSc1ccccc1NC(=O)c1noc(C)c1[N+](=O)[O-]
    -20%, 10%, 3%
- O=C(c1ccc(Cl)s1)N1CCN(C23CC4CC(CC(C4)C2)C3)CC1
    -4%, -3%, -1%
- CC(C)(C)NC(=O)C(=O)NCCC1=CCCCC1
    u, -3%, 6%
- Cc1cccc(-c2cc(-c3ccccc3)nc(SCC(=O)Nc3ccccc3)c2C#N)c1
    0%, -2%, x
- O=C(COC(=O)c1cc(Cl)ccc1O)c1ccc2c(c1)OCO2
    -15%, -7%, 3%
- COc1ccc(S(=O)(=O)NCc2nc3nc(C)cc(C)n3n2)cc1
    -5%&-19%, -6%&-8%, x
- Cc1nc2c(C(=O)N3CCN(c4ccccn4)CC3)cnn2c(C)c1Cc1cccc(Cl)c1
    u, -16%, -19%

# Single records (already shown).
# CC(C)(C)NC(=O)C1CCN(c2ccc(S(=O)(=O)N3CCOCC3)cc2Cl)CC1 reads TDP1 cell CPT: -11%; FEN1 inhibitor: 6%; N370S GC mod: -7%
# O=C(c1ccc(Cl)s1)N1CCN(C23CC4CC(CC(C4)C2)C3)CC1 reads TDP1 cell CPT: -4%; FEN1 inhibitor: -3%; N370S GC mod: -1%

# Other structures
# Below each compound: TDP1 cell CPT, FEN1 inhibitor, N370S GC mod
- CC(C)NC(=O)C1(S(=O)(=O)c2ccccc2)CC=CC1
    8%, 20%, -5%
- CC(Sc1nnc(C2CC2)n1C1CC1)C(=O)Nc1ccc(C(N)=O)cc1 (stereo not drawn)
    -12%, 8%, x
- Cc1c(Cl)cccc1NC(=O)C1=COCCO1
    -13%, 3%, -12%
- CC(=O)NC1=NN(C(C)=O)C(C)(CS(=O)(=O)c2ccc(C)c(C)c2)S1 (stereo not drawn)
    8%, -6%, 2%
- CC(C)n1cc(CN2CCCC(C(=O)Nc3ccccc3Oc3cccnc3)C2)cn1 (stereo not drawn)
    -3%, 2%, -1%
- Cc1cccc(NC(=O)CSc2nc3ccc(NC(=O)c4cccs4)cc3s2)c1
    13µM*, 13%, x
- CC(C)C(=O)Nc1nc2c(c(=O)[nH]1)CCCC2
    -10%, 1%, 0%
- CC(Sc1nc2ccccc2c(=O)n1CC1CCCO1)C(=O)N(C)c1ccccc1 (stereo not drawn)
    21µM*, -4%, x
- COc1ccc(CCNC(=O)c2coc(=O)c(Br)c2)cc1
    0.65µM*, -1%, 24%
- COc1ccc(CCn2c(N)cc(=O)[nH]c2=S)cc1OC
    -22%, -3%, -4%
- O=C(Cc1c(Cl)cccc1Cl)OCC(=O)N1CCc2ccccc2C1
    4%, -2%, 3%
- CC(C)C(=O)Nc1ccc(NC(=O)c2ccc([N+](=O)[O-])cc2Cl)cc1
    u, 9%, 10%
- Cc1cccc(C)c1NC(=S)N(CCCN1CCOCC1)Cc1cccnc1
    3%, 0%, 3%
- Cn1c(=O)cnc2cnc(OCc3ccccc3)nc21
    -2%, x, -9%
- COc1ccc(Cl)cc1NC(=O)C(=O)NCc1ccc(Cl)cc1
    -19%, -21%, x
- Cn1nccc1NC(=O)CC(CC(=O)O)c1ccccc1 (stereo not drawn)
    7%, 19%, -2%
- CCOC(=O)N1CCN(S(=O)(=O)c2ccc(C(=O)Nc3nc4ccccc4s3)cc2)CC1
    u, -8%, -22%
- O=C(COc1ccccc1F)NNC(=O)c1ccc2c(=O)n3c(nc2c1)CCC3
    -15%, 3%, 2%
- Fc1cccc(CN2CCCCCCC2)c1
    2%, 3%, -4%
- CCCOc1ccc(OC(=O)c2cn(-c3ccc(OC)cc3)c(=O)c3ccccc23)cc1
    u, -15%, x
- CCN(CC)S(=O)(=O)c1ccc2c(c1)N(CC(=O)NCCCN1CCN(c3ccccc3F)CC1)C(=O)CO2
    23µM*, -4%, x
- CC(=O)c1cnc2c(-c3ccccc3)c(C(F)(F)F)nn2c1C
    -12%, -20%, 1%
- COC(=O)[C@H](C)NC(=O)Nc1ccc(OC)c(OC)c1
    10%, 7%, 0%
- COC(=O)C1=CN(Cc2ccc(OC)c(OC)c2)C=C(C(=O)OC)C1c1ccc(O)cc1
    -8%, 15%, u
- COC(=O)c1ccc(NC(=O)CSc2n[nH]c(CC(C)C)n2)cc1
    12%, -9%, x
- COc1ccc(-c2cc(C(F)(F)F)n3nc(-c4ccccc4)cc3n2)cc1OC
    10µM*, -4%, x
- COc1cc(CN2CCN(Cc3ccc(C)cc3)C(CCO)C2)ccc1O (stereo not drawn)
    0%, -1%, -8%
- COc1ccc(CNC(=O)c2cc(-c3cccc(Cl)c3)on2)cc1
    u, -6%, x
- COc1cccc(C(=O)NC2CC3CCC(C2)N3Cc2ccccc2)c1 (stereo not drawn)
    -8%, 2%, -2%
- CC(C)(C)OC(=O)N/N=C\c1ccc([N+](=O)[O-])s1
    -1%, -9%, -25%
- COc1cc(OC)c([N+](=O)[O-])cc1/C=N/NC(=O)c1ccncc1
    u, -5%, -13%
- O=C(NCc1ccccn1)c1nc(-c2cccs2)no1
    -16%, -9%, -1%

# Only part of the results is shown; count on the stated rates, not on these rows.
